CIT2-GFP yeast: yeast TOR pathway CIT2-GFP modulation; S. cerevisiae CIT2-GFP strain, flow cytometry, 3 h; 100 means same as DMSO wells; GFP response vs DMSO, % at 10 µM; 320,000 compounds, 0.065% hits; AID 2029;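 active = GFP response relative to DMSO above a set limit, near the screen mean plus 3 SD, cut at about 150% in these data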;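 note: ratio of well median GFP fluorescence to mean of DMSO wells on the plate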
Efflux pump mplx: blocks antifungal efflux pumps in multiplex yeast assay | S. cerevisiae Candida pump triplex, Nile Red efflux | inhibition, % at 10 µM | 330,000 compounds, 0.44% hits | AID 485275;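 active = plate passing quality check with inhibition over a set limit, or well fluorescence over plate mean plus 4 SD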;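 note: Nile Red retained in pooled yeast measured as flow cytometry median fluorescence; 0% = buffer negative control and 100% = Enniatin B positive control; higher means more Nile Red kept so more efflux inhibition; some compounds called inactive have numbers as strong as hits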
MEP2-GFP yeast: alters MEP2-GFP fluorescence in TOR pathway yeast screen; 330,000 compounds, 0.51% hits; S. cerevisiae MEP2-GFP strain, flow cytometry GFP, 3 h; 100% = DMSO control level; GFP response vs DMSO, % at 10 µM; AID 2016;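 active = GFP response versus DMSO above a set limit, roughly screen mean plus 3 SD, cut at about 180% in these data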;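 note: median GFP fluorescence of the barcode-gated MEP2-GFP cells per well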
AHR act: activates the human aryl hydrocarbon receptor; P35869; 320,000 compounds, 2.5% hits; AHR-responsive luciferase reporter cells, luminescence; activation, % at 5 µM; AID 2796; in the data active = activation above about 47%;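 note: 0% = vehicle wells and 100% = reference agonist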
Target sequence (P35869 whole entry, looked up): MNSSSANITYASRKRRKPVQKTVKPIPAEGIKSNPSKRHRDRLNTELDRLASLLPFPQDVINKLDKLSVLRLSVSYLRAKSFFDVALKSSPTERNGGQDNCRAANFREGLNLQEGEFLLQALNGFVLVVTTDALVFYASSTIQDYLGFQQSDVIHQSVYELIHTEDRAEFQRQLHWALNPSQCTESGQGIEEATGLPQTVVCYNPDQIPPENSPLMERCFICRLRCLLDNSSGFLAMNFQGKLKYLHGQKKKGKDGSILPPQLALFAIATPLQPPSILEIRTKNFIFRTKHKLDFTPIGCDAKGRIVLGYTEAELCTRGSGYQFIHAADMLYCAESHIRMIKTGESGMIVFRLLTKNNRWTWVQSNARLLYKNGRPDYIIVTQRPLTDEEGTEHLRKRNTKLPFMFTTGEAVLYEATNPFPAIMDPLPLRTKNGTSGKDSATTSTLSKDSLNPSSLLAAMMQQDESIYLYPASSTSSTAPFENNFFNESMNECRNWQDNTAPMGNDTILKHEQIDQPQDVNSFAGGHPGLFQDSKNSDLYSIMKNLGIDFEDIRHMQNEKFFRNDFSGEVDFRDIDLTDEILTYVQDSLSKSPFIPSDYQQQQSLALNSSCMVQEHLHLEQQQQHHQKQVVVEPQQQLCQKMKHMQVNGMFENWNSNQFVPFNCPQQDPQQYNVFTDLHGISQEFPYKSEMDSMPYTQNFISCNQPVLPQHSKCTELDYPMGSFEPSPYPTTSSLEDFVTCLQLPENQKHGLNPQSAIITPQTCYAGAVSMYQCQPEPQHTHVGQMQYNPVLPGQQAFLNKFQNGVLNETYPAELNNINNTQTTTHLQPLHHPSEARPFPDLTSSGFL
CR mimetic SO: yeast age-related superoxide inhibition as caloric restriction mimetic. superoxide response (% of plate mean), % at 10 µM. AID 2690. 330,000 compounds, 0.18% hits. S. cerevisiae aged cells, superoxide DHE fluorescence; stronger effect = lower value;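 active = superoxide response under a set limit, about three screen SD below normal, cut at about 65% in these data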;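 note: yeast aged for seven days with compound at 30 °C before DHE staining; 100% = average MFI of all compound-treated wells on the plate with controls excluded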
RPL19A-GFP yeast: alters RPL19A-GFP fluorescence in TOR pathway yeast screen | S. cerevisiae RPL19A-GFP strain, flow cytometry, 3 h; stronger effect = lower value | percent response vs DMSO, % at 10 µM | 330,000 compounds, 0.3% hits | AID 2025;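 active = percent response vs DMSO below 50%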;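 note: median channel GFP fluorescence of the barcoded RPL19A-GFP strain; ratio of sample median GFP to plate DMSO average so 100% = DMSO; lower means less RPL19A-GFP as with rapamycin TOR inhibition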
LAP4-GFP MLPCN: alters LAP4-GFP fluorescence in TOR pathway yeast screen | S. cerevisiae LAP4-GFP multiplex, flow cytometry GFP, 3 h; median GFP as percent of DMSO wells | GFP response vs DMSO, % at 10 µM | 320,000 compounds, 0.34% hits | AID 2023;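 active = GFP response vs DMSO above a set limit, about the screen mean plus 3 SD, cut at about 150% in these data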
AGP1 TOR yeast: yeast TOR pathway AGP1-GFP modulation | 320,000 compounds, 0.02% hits | GFP response vs DMSO, % at 10 µM | AID 2066 | S. cerevisiae AGP1-GFP multiplex flow cytometry, 3 h; GFP as percent of DMSO wells;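 active = GFP response relative to DMSO above a set limit, near screen average plus 3 SD, cut at about 150% in these data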;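 note: median GFP channel fluorescence of the gated AGP1 strain per well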
Active calls of the source: *; . = not tested or not shown.

SMILES | CIT2-GFP yeast | Efflux pump mplx | MEP2-GFP yeast | AHR act | CR mimetic SO | RPL19A-GFP yeast | LAP4-GFP MLPCN | AGP1 TOR yeast
O=C(NCCc1nc(-c2ccccc2Cl)no1)C1CCCCC1 | 90 | -0.1 | 88 | 1 | 100 | 99 | 110 | 84
CCOC(=O)c1cccc(NS(=O)(=O)c2cnc[nH]2)c1 | . | 0.0 | 107 | 3 | 98 | 99 | 107 | 106
Cc1ccc(-c2c(C)n([O-])c3c([n+]2=O)CCCC3)cc1 | 81 | 0.0 | 84 | 0 | 100 | 91 | 99 | 85
O=C(Nc1ccc(-c2cnco2)cc1)c1ccc(F)cc1F | 95 | 0.1 | 99 | -3 | 84 | 95 | 107 | 93
CN(C)CCCN1C(=O)c2cccc3c(Br)ccc(c23)C1=O | 94 | -0.2 | 92 | 12 | 95 | 97 | 96 | 95
CCCNC(=O)C1(CC2CC(c3ccccc3)=NO2)CCN(C(=O)Cc2ccc(F)cc2)CC1 (configuration not stated) | 102 | 0.1 | 106 | 0 | 106 | 103 | 99 | 112
O=C1CCC(C(=O)OCC(=O)Nc2ccc(Cl)cc2C(F)(F)F)=NN1 | 103 | 0.4 | 107 | 2 | 118 | 105 | 101 | 99
CCS(=O)(=O)Nc1cccc(C2=NN(S(C)(=O)=O)C(c3cccs3)C2)c1 (configuration not stated) | 94 | 0.2 | 92 | 1 | 109 | 101 | 96 | 102
CC(=O)c1cccc(NC(=O)CCCSc2ccccc2)c1 | 81 | -0.1 | 98 | 3 | 98 | 94 | 79 | 93
Cc1ccc(N)c([N+](=O)[O-])c1 | 99 | -0.3 | 99 | -2 | 80 | 101 | 108 | 104
CS(=O)(=O)c1ccc(N)cc1 | 96 | 0.1 | 105 | 0 | 99 | 101 | 96 | 101
COc1ccc(NC(=O)c2cc(S(=O)(=O)N3CCOCC3)cs2)cc1 | 92 | 0.1 | 105 | 7 | 132 | 96 | 94 | 97

Structural class: those above with sulfur.
SMILES | CIT2-GFP yeast | Efflux pump mplx | MEP2-GFP yeast | AHR act | CR mimetic SO | RPL19A-GFP yeast | LAP4-GFP MLPCN | AGP1 TOR yeast
CCOC(=O)c1cccc(NS(=O)(=O)c2cnc[nH]2)c1 | . | 0.0 | 107 | 3 | 98 | 99 | 107 | 106
CCS(=O)(=O)Nc1cccc(C2=NN(S(C)(=O)=O)C(c3cccs3)C2)c1 (configuration not stated) | 94 | 0.2 | 92 | 1 | 109 | 101 | 96 | 102
CC(=O)c1cccc(NC(=O)CCCSc2ccccc2)c1 | 81 | -0.1 | 98 | 3 | 98 | 94 | 79 | 93
CS(=O)(=O)c1ccc(N)cc1 | 96 | 0.1 | 105 | 0 | 99 | 101 | 96 | 101
COc1ccc(NC(=O)c2cc(S(=O)(=O)N3CCOCC3)cs2)cc1 | 92 | 0.1 | 105 | 7 | 132 | 96 | 94 | 97

(further entries)
SMILES | CIT2-GFP yeast | Efflux pump mplx | MEP2-GFP yeast | AHR act | CR mimetic SO | RPL19A-GFP yeast | LAP4-GFP MLPCN | AGP1 TOR yeast
COc1cccc2c1C(=O)c1c(O)c3c(c(O)c1C2=O)C[C@@](O)(C(=O)CO)C[C@@H]3O[C@H]1C[C@H](N)[C@@H](O)[C@H](C)O1 | 95 | 0.1 | 105 | 2 | 121 | 106 | 95 | 95
CCN(CC)c1ccc(C(=O)Nc2cccc(F)c2)cc1 | 102 | -0.3 | 112 | -5 | 88 | 99 | 141 | .
Cc1ccnc(NC(=O)COc2ccc(Cl)cc2)n1 | 94 | 0.0 | 93 | 1 | 128 | 95 | 94 | 99
COCCNC(=O)C1CC(c2ccc(F)cc2)=NO1 (configuration not stated) | 103 | -0.1 | 103 | 1 | 99 | 102 | 102 | 105
CCc1nnc(NC(=O)CCC(=O)Nc2ccccc2)s1 | 88 | -0.1 | 105 | 1 | 88 | 96 | 97 | 97
COC(=O)CCCC1=CC2=CC(=O)C(C)(OC(=O)c3cccs3)C(=O)C2=CN1CCCOC(C)C (configuration not stated) | 112 | 0.0 | 97 | 3 | 100 | 104 | 110 | 97
CCOc1cc(C(=O)Nc2ccc(S(=O)(=O)Nc3cnc4ccccc4n3)cc2)cc(OCC)c1OCC | 107 | 0.0 | 108 | 3 | 109 | 106 | 114 | 106
Cc1ccccc1-n1nnnc1SCC(N)=O | 108 | -0.2 | 104 | -2 | 102 | 99 | 105 | 96
O=C(CN1CCN(C(C(=O)Nc2ccc(Cl)cc2C(F)(F)F)c2ccccc2)CC1)NC1CC1 (configuration not stated) | 108 | -0.2 | 109 | 1 | 105 | 105 | 110 | 107
COCC(C)n1c(C)cc(C(=O)COC(=O)c2ccc3c(c2)NC(=O)CS3)c1C (configuration not stated) | 109 | 0.1 | 119 | -2 | 89 | 94 | 98 | 112
Cc1ccc(-c2nc(NCC3CCCO3)sc2C)cc1 (configuration not stated) | 91 | 0.2 | 97 | 27 | 103 | 97 | 111 | 98
CC(O)CNc1nc(NCc2ccccc2)c2cnn(C)c2n1 (configuration not stated) | 103 | 0.2 | 103 | -1 | 101 | 101 | 106 | 112
Cc1ccc(NC(=O)CSc2n[nH]c(-c3ccncc3)n2)cc1C | 99 | 0.3 | 100 | 16 | 134 | 95 | 97 | 96
Cc1ccc(-c2csc(NC(=O)c3cc([N+](=O)[O-])ccc3N3CCOCC3)n2)cc1 | 93 | 0.3 | 94 | 2 | 84 | 94 | 99 | 99
O=C(Nc1nc(-c2ccccn2)cs1)c1ccccc1-n1cnnn1 | 106 | -0.1 | 104 | 20 | 102 | 101 | 103 | 107
Cc1cccc(C)c1OCC(=O)OCC(=O)c1ccc2c(c1)NC(=O)CO2 | 94 | 0.0 | 104 | -2 | 104 | 97 | 100 | 98
Cn1ccc(NC(=O)c2ccc([N+](=O)[O-])cc2)n1 | 93 | 0.0 | 98 | 0 | 90 | 98 | 90 | 98
CC12C=CC3(O1)C(C(=O)N(c1ccccc1)C3C(=O)NC1CCCC1)C2C(N)=O (configuration not stated) | 100 | 0.3 | 99 | 5 | 107 | 95 | 98 | .
CC(C)CCN(C(=O)CNC(=O)c1ccco1)C(C(=O)NC1CCCCC1)c1cccnc1 (configuration not stated) | 105 | -0.5 | 101 | 1 | 89 | 98 | 99 | 106

In another format: results already given.
| structure | CIT2-GFP yeast | Efflux pump mplx | MEP2-GFP yeast | AHR act | CR mimetic SO | RPL19A-GFP yeast | LAP4-GFP MLPCN | AGP1 TOR yeast |
| --- | --- | --- | --- | --- | --- | --- | --- | --- |
| Cc1ccnc(NC(=O)COc2ccc(Cl)cc2)n1 | 94 | 0.0 | 93 | 1 | 128 | 95 | 94 | 99 |
| O=C(CN1CCN(C(C(=O)Nc2ccc(Cl)cc2C(F)(F)F)c2ccccc2)CC1)NC1CC1 (configuration not stated) | 108 | -0.2 | 109 | 1 | 105 | 105 | 110 | 107 |

Source: PubChem

An unsorted share of the library (roughly 3.9% active in at least one column).
